From PubChem BioAssay
KCNQ1 block = inhibitors of human KCNQ1 channel, primary screen, cell-based, thallium flux, high-throughput | Potassium voltage-gated channel subfamily KQT member 1 (Homo sapiens), P51787 | CHO-K1 KCNQ1, FluxOR thallium flux fluorescence; active compounds read high | B-score at 10 µM | 310,000 tested, 1.3% active | AID 2642, 2010;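 active = compounds whose thallium flux B-score, printed positive for inhibition, exceeds three library SD while starting fluorescence stays within three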;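 also: channel opened by potassium depolarization with thallium stimulus after 20 min compound exposure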
hERG rescue = hERG rescue from dofetilide block, primary screen, cell-based, CHO-hERG, FluxOR thallium flux, dofetilide IC70 | 310,000 tested, 0.51% active | activation (rescue from dofetilide block), less the hit threshold, % at 10 µM | dofetilide IC70 present | AID 1511, 2009;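 active = activation above the mean of controls blocked by dofetilide plus 5 SD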;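 also: thallium influx through hERG after potassium depolarization seen as dye fluorescence rise; in these data hits start at about 4.7%; inactives centre near -7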
TMEM16A inh = TMEM16A chloride channel inhibitors, primary screen, cell-based, HTS; Anoctamin-1 (Mus musculus), Q8BHY3; HEK293 TMEM16A/YFP iodide influx fluorescence, ionomycin; normalized B-score (activity score, 25-100; higher = stronger inhibition) at 10 µM; 310,000 tested, 1.2% active; AID 588511, 2011;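 active = ratio plate-corrected score three or more library SD toward inhibition, starting fluorescence score within five deviations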;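 also: score derived from kinetic fluorescence span divided by baseline fluorescence per well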
RGS4 act = RGS4 potentiators or activators, primary screen, cell-based, HEK293 M3R inducible RGS4, calcium flux; carbachol calcium flux Fluo4; active compounds read low; B-score at 10 µM; 310,000 tested, 0.92% active;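 active = B-score of the integrated calcium signal more than 4 SD below the library mean, with starting fluorescence not abnormally high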;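 also: negative B-score means reduced calcium response which marks RGS4 activation or potentiation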
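Material: M3R-expressing HEK293 line, RGS4 induced by doxycycline | Schedule: Overnight RGS4 induction, 30 min dye load 37 °C, 20 min compound RT | Measured by: Fluo4 fluorescence kinetic imaging of calcium | Read-out: Integrated calcium ratio converted to B score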
KCNQ1 act = potentiators or activators of KCNQ1 channel, primary screen, cell-based, thallium flux, high-throughput | B-score at 10 µM | 310,000 tested, 0.35% active | Potassium voltage-gated channel subfamily KQT member 1 (Homo sapiens), P51787 | CHO-K1 KCNQ1, thallium flux FluxOR fluorescence; active compounds read high;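 active = fluorescence ratio B-score, a plate-corrected score, at least three library SD, with initial intensity B-score within 5 SD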
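Assay system: stable KCNQ1 CHO-K1 line; medium: assay buffer, equal DMSO in all wells; timing: 90 min dye loading and 20 min compound exposure, both at room temperature; technique: kinetic FluxOR thallium fluorescence, 10-s 1-Hz baseline, 110-s post-stimulus read; read-out basis: B score of baseline-normalized fluorescence ratio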
HDAC3 inh = HDAC3 deacetylase inhibitors, primary screen, biochemical, fluorescence, cell-free homogeneous | Histone deacetylase 3 (Homo sapiens), O15379 | recombinant HDAC3, fluorogenic peptide/trypsin coupled | inhibition, % at 8.3 µM | 320,000 tested, 0.15% active; in the data active = inhibition above about 26%, passing the limit was not always enough; inconclusive = no clear call, values can overlap the other calls
Target sequence (O15379 whole entry, looked up): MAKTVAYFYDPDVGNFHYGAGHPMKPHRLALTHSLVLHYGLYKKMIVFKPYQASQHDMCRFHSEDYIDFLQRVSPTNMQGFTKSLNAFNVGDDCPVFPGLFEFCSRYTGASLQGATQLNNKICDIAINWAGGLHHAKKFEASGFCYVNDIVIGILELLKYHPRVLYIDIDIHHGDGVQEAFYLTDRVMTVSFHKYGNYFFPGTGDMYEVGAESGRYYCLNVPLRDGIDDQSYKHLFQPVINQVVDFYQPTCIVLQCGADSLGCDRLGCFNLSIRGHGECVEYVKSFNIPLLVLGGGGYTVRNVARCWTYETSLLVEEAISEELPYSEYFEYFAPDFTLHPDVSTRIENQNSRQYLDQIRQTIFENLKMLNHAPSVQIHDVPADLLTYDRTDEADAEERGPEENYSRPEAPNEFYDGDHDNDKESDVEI
SKKanGAS inh = S. pyogenes SKKanGAS growth inhibitors in kanamycin, primary screen, streptokinase expression inhibitor project, SKKanGAS strain, BacTiter-Glo luminescence. 6 h. inhibition, % at 7.5 µM. 300,000 tested, 1.3% active;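 active = mean replicate score, as percent of positive control median, at least 50; inconclusive = mean below 50 but one replicate at or above 50; inactive = mean and every replicate below 50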;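 also: strain carries kanamycin resistance gene driven by streptokinase promoter and grows in 40 µg/ml kanamycin; loss of luminescence reflects streptokinase promoter inhibition or plain growth inhibition; 0% = median of DMSO wells and 100% = positive control at its reference dose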
KCNK3 inh = human KCNK3 channel inhibitors, primary screen, CHO cells, FluxOR thallium flux, B-score. FluxOR fluorescence; active compounds read low. B-score at 10 µM. 340,000 tested, 0.84% active;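 active = B-score under library mean minus 4 SD, starting fluorescence ratio at most library mean plus 5 SD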;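 also: more negative B-score means stronger inhibition of thallium flux through KCNK3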
TMEM16A act = TMEM16A chloride channel activators or potentiators, primary screen, cell-based, HTS; Anoctamin-1 (Mus musculus), Q8BHY3; HEK293 TMEM16A/YFP-H148Q/I152L, iodide quench fluorescence; active compounds read low; B-score at 10 µM; 340,000 tested, 0.3% active; AID 623877, 2012;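 active = fluorescence-ratio B-score plate-corrected deviation score at least 3 library SD below zero, with starting fluorescence score within 5 deviations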;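 also: channel opened by trigger with iodide after compound preincubation; score built on the fluorescence ratio of max minus min over baseline; more negative score means more quench and so TMEM16A activation or potentiation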
RGS4 block = RGS4 inhibitors, primary screen, cell-based, HEK293 M3R inducible RGS4, calcium flux; B-score at 10 µM; 310,000 tested, 0.45% active; AID 463165, 2010; Fluo-4 calcium flux; active compounds read high; triggered by carbachol at its EC20; Regulator of G-protein signaling 4 (Homo sapiens), P49798;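 active = B-score, a plate-corrected calcium signal, over three deviations above library mean, with baseline fluorescence within five deviations of library mean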;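 also: RGS4 expression induced by doxycycline in cells with stable M3 receptor; B-score is computed from the integrated fluorescence ratio over baseline after carbachol; higher B-score means a larger calcium signal and so more RGS4 inhibition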
Target sequence (P49798 whole entry, looked up): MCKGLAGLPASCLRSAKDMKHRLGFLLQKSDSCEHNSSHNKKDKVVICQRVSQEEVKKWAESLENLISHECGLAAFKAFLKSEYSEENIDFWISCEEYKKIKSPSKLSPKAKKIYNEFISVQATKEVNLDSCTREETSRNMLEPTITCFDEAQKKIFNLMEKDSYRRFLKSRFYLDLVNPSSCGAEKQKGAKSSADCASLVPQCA
KCNK9 inh = KCNK9 potassium channel inhibitors, primary screen, HEK293 cells, thallium flux; Potassium channel subfamily K member 9 (Homo sapiens), Q9NPC2; FluxOR thallium flux fluorescence; active compounds read low; B-score at 10 µM; 310,000 tested, 1.2% active; AID 488922, 2010;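 active = ratio B-score over 3 SD below the library mean, with starting fluorescence within 5 SD of its mean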;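 also: negative B-score means less thallium flux so channel inhibition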
Target sequence (Q9NPC2 whole entry, looked up): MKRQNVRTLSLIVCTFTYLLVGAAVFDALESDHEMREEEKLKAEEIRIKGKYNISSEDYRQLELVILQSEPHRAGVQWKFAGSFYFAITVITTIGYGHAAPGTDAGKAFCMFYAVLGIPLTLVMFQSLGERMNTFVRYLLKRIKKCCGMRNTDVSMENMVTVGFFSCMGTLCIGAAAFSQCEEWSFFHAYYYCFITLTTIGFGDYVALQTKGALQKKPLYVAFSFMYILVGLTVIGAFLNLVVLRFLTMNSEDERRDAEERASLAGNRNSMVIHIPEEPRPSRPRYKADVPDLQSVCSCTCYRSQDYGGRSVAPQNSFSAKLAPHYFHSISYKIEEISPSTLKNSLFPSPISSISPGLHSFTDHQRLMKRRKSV
Starred values were filed as active, the others as inactive; i = inactive; ? = inconclusive; . = no result given.

SMILES	KCNQ1 block	hERG rescue	TMEM16A inh	RGS4 act	KCNQ1 act	HDAC3 inh	SKKanGAS inh	KCNK3 inh	TMEM16A act	RGS4 block	KCNK9 inh
COc1cc(C2NC(=O)C(C#N)=C(S)N2c2ccc(C)cc2)ccc1OC(C)C (stereo not given)	i	-10	i	i	i	9	-3	i	i	i	i
CCCCOC(=O)Oc1ccc2c(=O)c(Oc3cc(C)cc(C)c3)coc2c1	i	-4	i	i	i	-6	2	i	i	i	i
Nc1nc(SCC(=O)Nc2c(Br)cc([N+](=O)[O-])cc2Br)n[nH]1	i	-7	i	i	i	1	2	i	i	i	i
CN(C1CCCCC1)S(=O)(=O)c1ccc(NC(=O)c2ccc(Br)o2)cc1	7*	-9	i	i	i	10	-6	i	i	i	-8*
Cc1ccc(NC(=O)Nc2cccs2)nc1	i	-4	i	i	i	0	-5	i	i	i	i
NC(=O)Cc1cn(-c2ncc(C(F)(F)F)cc2Cl)c2ccccc12	i	-4	i	i	i	4	6	i	i	i	i
CNC(=O)CSc1nnc(NC(=O)C2CC(=O)N(c3ccccc3OC)C2)s1 (stereo not given)	i	-13	i	i	i	5	19	i	i	i	i
CCN(CC)CC#CCC(O)(c1ccccc1)c1ccccc1	i	-20	i	-7.7*	i	-2	-17	i	i	i	i
Nc1nc(NC(=O)c2ccco2)nn1-c1ccccc1	i	-3	i	i	i	-5	-5	i	i	i	i
CCOC(=O)Nc1ccc2c(c1)N(C(=O)CCN1CCOCC1)c1ccccc1S2=O (stereo not given)	i	-15	i	i	i	3	-4	i	i	i	i
C/C(=N\Nc1ccc2nncn2n1)c1ccco1	i	-6	i	i	i	2	0	i	i	i	i
COc1cc(Cn2nnc3ccccc32)ccc1O	i	-8	i	i	i	0	-2	i	i	i	i
Cc1ccc(S(=O)(=O)N(C)c2ccc(OCC(=O)Nc3nnc(C4CC4)s3)cc2)cc1	i	-7	.	i	i	.	9	i	i	i	i
CN(C)CCn1c(SCc2ccccc2C#N)nc2c(sc3ccccc32)c1=O	i	-19	i	i	i	-28	12	-10*	i	i	i
O=C(CSc1nccn1-c1ccc(Cl)cc1)N1CCCc2ccccc21	i	-9	i	i	i	8	-3	i	i	i	i
COC(=O)C1CCN(C(=O)CSc2nnc(-c3ccccc3)o2)CC1	i	-16	i	i	i	?	-13	i	i	i	i
Cc1cc(Cl)ccc1OCC(=O)N(Cc1cccs1)C1CCS(=O)(=O)C1 (stereo not given)	i	-10	i	i	i	-1	8	-9.9*	i	i	i
CC(C)OC(=O)c1ccc(NC(=O)c2cncc(Br)c2)cc1	i	-10	i	i	i	3	0	i	i	i	i
O=C(NCCc1ccccn1)c1cc(-c2ccc(Cl)c(Cl)c2Cl)nc2ccccc12	i	-10	i	i	i	12	18	i	i	i	i
N#Cc1c(N)nc(Sc2ccc(Cl)cc2)c(C#N)c1-c1ccccc1Cl	i	-1	i	i	i	-18	75*	i	i	i	i
CCCCCOC(=O)CSc1nnc(-c2ccccc2)c(=O)[nH]1	i	2	i	i	i	3	3	i	i	i	i
COCCN=c1scc(-c2cccs2)n1/N=C(\C)c1ccco1	i	-27	i	i	i	4	28	i	i	i	i
CCN(CC(=O)c1c(N)n(C)c(=O)n(C)c1=O)c1cccc2ccccc12	i	-8	i	i	i	4	-5	i	i	i	i
S=C(NCc1ccc(Cl)cc1)Nc1ccncc1	11*	-21	i	i	i	.	3	i	i	i	i
CCn1c(C)nnc1SCC(=O)NC1CCCCCC1	i	-11	i	i	i	-1	-3	i	i	i	i

Continuation:
SMILES	KCNQ1 block	hERG rescue	TMEM16A inh	RGS4 act	KCNQ1 act	HDAC3 inh	SKKanGAS inh	KCNK3 inh	TMEM16A act	RGS4 block	KCNK9 inh
CCOc1ccc(N(CC(=O)Nc2cccnc2)S(=O)(=O)c2ccc(C)cc2)cc1	i	-8	i	i	i	5	-6	i	i	i	i
Cc1ccc(NC(=O)CNC(=O)CC23CC4CC(CC(C4)C2)C3)c(O)c1	i	-10	i	i	i	.	29	i	i	i	i
O=C(N/N=C/c1ccccn1)c1ccc([N+](=O)[O-])cc1Cl	i	-7	i	i	i	2	1	i	i	i	i
O=C1CCC(/C=C/c2ccccc2)=NN1	i	-3	i	i	i	8	5	i	i	i	i
COc1cccc(OC(C)c2ccnc3nc(/N=C/N(C)C)nn23)c1 (stereo not given)	i	-6	i	i	i	-8	-5	i	i	i	i
c1ccc(CCn2nnnc2CN2CCCc3ccccc32)cc1	i	-7	i	i	i	-4	-2	i	i	i	i
CCOc1ccc2[nH]c(=O)c(CN(Cc3nnnn3Cc3ccco3)C3CCCCC3)cc2c1	i	-14	i	i	i	-10	6	-10*	i	i	i
CCOC(=O)COc1ccc(S(=O)(=O)N2CCN(C(=O)OCC)CC2)cc1	i	-1	i	i	i	5	-9	i	i	i	i
Cc1ccc2c(c1)N(CC(=O)N1CCN(c3ccccc3)CC1)C(=O)C(C)O2 (stereo not given)	i	-7	i	i	i	5	6	i	i	i	i
CC(C)c1cc(C(=O)N/N=C/c2ccoc2)cs1	i	-6	i	i	i	4	-2	i	i	i	i
CCOc1cc(S(=O)(=O)NCc2cccs2)ccc1Cl	i	-4	i	i	i	-2	5	i	i	i	i
O=[N+]([O-])c1cccc(-c2nnc(-c3ccccc3F)o2)c1	i	-6	i	i	i	10	4	i	i	i	i
COc1cc(C(=O)OCC(=O)NCC2CCCCC2)ccc1OCC(C)C	i	-15	i	i	i	14	-8	i	i	i	i
Cc1ccc(S(=O)(=O)N2CCN(CC(=O)N/N=C\c3ccc(O)c(O)c3)CC2)cc1	i	-10	i	i	i	7	-5	i	i	i	i
O=C(COC(=O)c1ccccn1)Nc1cccc(Cl)c1Cl	i	-12	i	i	i	0	1	i	.	i	i
O=C1CCc2cc(S(=O)(=O)Nc3cccc(F)c3)cc3c2N1CC3	i	-7	i	i	i	1	-3	i	i	i	i
CC(=O)c1cccc(NC(=O)c2ccc(C)c(S(=O)(=O)N3CCOCC3)c2)c1	i	-6	i	i	i	-8	1	i	i	i	i
O=[N+]([O-])c1cccc(-c2ccc(/C=N/NC(=S)Nc3ccccc3)o2)c1	i	-8	i	i	i	-1	14	i	i	i	i
CC(=O)N1CCSc2ccc(S(=O)(=O)NCCc3cccc(C)c3)cc21	i	-6	i	i	i	1	-2	i	i	i	i
COc1ccc(/C=N/Nc2nc(C)cc(-c3ccccc3)n2)cc1OC	i	-9	i	-7.3*	i	0	17	i	i	i	i
O=C(COC(=O)CCNS(=O)(=O)c1ccc2c(c1)OCCO2)NC1CCCc2ccccc21 (stereo not given)	i	5.3*	i	i	i	4	-1	i	i	i	i
COc1ccc(-c2nn(C)c(=O)c3ccccc23)cc1NC(=O)Cn1nc(C)c2ccccc2c1=O	i	-4	i	i	i	-3	8	i	i	i	i
O=S(=O)(Cc1cc(Cl)nc(-c2cccnc2)n1)c1ccccc1	i	-14	i	i	i	-3	-21	i	i	i	i
CC(C)CN(CCOc1cccc(N2C(=O)C3=C(CCCC3)C2=O)c1)CC(C)C	i	-9	i	i	i	.	5	i	i	i	i
O=C(CCN1C(=O)/C(=C/c2ccc(F)cc2)SC1=S)NC1C=CS(=O)(=O)C1 (stereo not given)	i	-6	i	i	i	-2	-4	i	i	i	i

Remaining list, next part
SMILES	KCNQ1 block	hERG rescue	TMEM16A inh	RGS4 act	KCNQ1 act	HDAC3 inh	SKKanGAS inh	KCNK3 inh	TMEM16A act	RGS4 block	KCNK9 inh
CCOC(=O)c1ccc(Nc2cc(C)nc(N3CCOCC3)n2)cc1	i	-10	i	i	i	3	0	i	i	i	i
CCCCC(=O)NC(=S)NNS(=O)(=O)c1ccccc1	i	-9	i	i	i	1	3	i	i	i	i
CCOc1ccc(C(=O)CCC(=O)NC(C)C(=O)OC)cc1 (stereo not given)	i	-10	i	i	i	0	10	i	i	i	i
CC(C)NC(=O)COC(=O)c1cc(Br)ccc1Cl	i	-13	i	i	i	4	1	i	i	i	i
COc1ccc(C(=O)COC(=O)COc2cc(C)cc(C)c2)cc1	i	-11	i	i	i	5	-2	i	i	i	i
CCN(CC)S(=O)(=O)c1cc([N+](=O)[O-])ccc1N=Nc1c(O)[nH]c2ccccc12	i	-6	i	i	i	-8	4	i	i	i	i
CC(C)(C)C1CCC(=NNS(=O)(=O)c2ccc(Br)cc2)CC1 (stereo not given)	i	4	i	i	i	0	3	i	i	i	i
Nc1nc(SCC(=O)Nc2ncc(C(F)(F)F)cc2Cl)n[nH]1	i	-3	i	i	i	-6	-3	i	i	i	i
O=C(COC(=O)CCCNC(=O)c1ccc(Cl)cc1)NC1CC1	i	-18	i	i	i	-13	-4	i	i	i	i
CN(C)CCCNC(=O)/C(=C\c1ccc(-c2cccc([N+](=O)[O-])c2)o1)NC(=O)c1ccccc1	i	-15	i	i	i	15	-6	i	i	i	i
Fc1ccc(NC(=S)NC2CC3CCCC(C2)N3Cc2cccs2)cc1 (stereo not given)	i	-8	i	i	i	-7	-7	i	i	i	i
CN(CC(=O)NC1CC1)S(=O)(=O)c1cc(Cl)ccc1Cl	i	0	i	i	i	0	-2	i	i	i	i
COCCCNC(=O)c1nc2ccccc2c(=O)n1NC(=O)Nc1c(Cl)cccc1Cl	i	-7	i	i	i	6	-3	i	i	i	i
Cc1cccn2c(=O)nc(SCC(=O)NC3CCCCC3)nc12	i	-7	i	i	i	8	-4	i	i	i	i
O=C1CC(c2c[nH]c3ccccc23)C(=O)N1c1ccccc1 (stereo not given)	i	-9	i	i	i	1	5	i	i	i	i
COc1ccccc1C(=O)Nn1cnc2ccccc2c1=O	i	-3	i	i	i	2	-5	i	i	i	i
O=C(Nc1cccc(S(=O)(=O)NC2=NCCC2)c1)c1cc(Cl)ccc1[N+](=O)[O-]	i	-15	i	i	i	.	-6	i	i	i	i
Cc1ccc(N(CC(=O)NC2CCCCC2)C(=O)CNC(=O)c2ccco2)c(C)c1	i	-7	i	i	i	6	-3	i	i	i	i
